Screening results (PubChem BioAssay)
FXIa inh 1536 = inhibitors of human coagulation factor XIa | P03951 | purified FXIa, Boc-Glu-Ala-Arg-AMC fluorogenic substrate | inhibition, % at 5 µM | 220,000 compounds, 0.14% hits;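 active = inhibition of at least 40%; inactive = inhibition below 40%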;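 also: fluorescence of freed AMC excited at 355 nm; 0% = enzyme without compound and 100% = no enzyme blank; many of its hits are not listed in these tables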
Target sequence (P03951 19-387 limits assumed): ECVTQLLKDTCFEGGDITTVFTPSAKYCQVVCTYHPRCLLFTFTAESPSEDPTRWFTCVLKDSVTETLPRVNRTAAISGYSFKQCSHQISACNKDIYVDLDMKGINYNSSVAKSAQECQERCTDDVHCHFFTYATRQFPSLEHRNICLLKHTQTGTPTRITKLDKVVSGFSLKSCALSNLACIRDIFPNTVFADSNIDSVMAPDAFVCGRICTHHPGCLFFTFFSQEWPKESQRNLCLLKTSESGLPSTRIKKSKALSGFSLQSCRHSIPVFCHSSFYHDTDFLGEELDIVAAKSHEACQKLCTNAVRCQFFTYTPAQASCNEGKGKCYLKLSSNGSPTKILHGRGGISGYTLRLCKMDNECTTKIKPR
Target sequence (P03951 388-625 limits assumed): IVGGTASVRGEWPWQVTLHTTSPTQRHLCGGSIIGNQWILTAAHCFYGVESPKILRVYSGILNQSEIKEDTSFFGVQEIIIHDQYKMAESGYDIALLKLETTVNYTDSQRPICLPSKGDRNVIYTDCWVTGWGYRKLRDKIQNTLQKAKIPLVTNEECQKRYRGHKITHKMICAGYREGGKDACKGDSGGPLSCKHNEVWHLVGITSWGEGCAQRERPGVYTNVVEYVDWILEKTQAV
Runt-SMMHC FRET = blocks binding of human RUNX1 Runt domain to CBFb-SMMHC | inhibition, % at 20 µM | 220,000 compounds, 0.74% hits | Cerulean-Runt/Venus-CBFb-SMMHC FRET ratio 530/480, 1 h | Q01196+Q13951;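 active = mean inhibition across duplicate retests at 20 µM reaching about 50%, limit read from the data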;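 also: 0% = DMSO wells and 100% = wells with excess untagged CBFb-SMMHC; inhibitors lower the FRET ratio by blocking Runt binding to CBFb-SMMHC; some results filed as inactive read as strong as hits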
hK5 inh = blocks human kallikrein 5 protease activity | Q9Y337 | recombinant hK5, fluorogenic AMC substrate cleavage | inhibition, % at 5 µM | 210,000 compounds, 0.59% hits;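 active = inhibition of 40% or more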;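 also: 0% = enzyme controls without compound and 100% = no-enzyme blanks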
Hck Nef HTS = inhibitors of human Hck kinase activated by Nef; Recombinant Hck-YEEI plus Nef, Z-Lyte FRET kinase assay; inhibition, % at 20 µM; 220,000 compounds, 0.68% hits; AID 463187; P08631;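 active = Hck-Nef kinase inhibition above about 50%, limit read from the data; inactive = inhibition below that limit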;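 also: 0% = DMSO with Hck plus Nef and 100% = Hck alone without Nef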
thrombin 1536 = inhibitors of human thrombin. P00734. alpha-thrombin, Boc-VPR-AMC fluorogenic substrate cleavage. inhibition, % at 5 µM. 220,000 compounds, 0.26% hits. AID 1046;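 active = inhibition at or above 40%; inactive = inhibition below 40%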;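 also: 0% = enzyme with no compound and 100% = wells without enzyme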
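Assay system: human alpha-thrombin enzyme. Reagent: Boc-VPR-AMC substrate, 15 µM final. Compound dosing: one concentration per compound, 5 µM, with 0.2% DMSO. Incubation: room-temperature reaction. Technique: AMC fluorescence, 355/460 nm. Measure: % inhibition relative to enzyme controls and enzyme-free blanks.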
FXIIa inh 1536 = factor XIIa (human) inhibition; purified FXIIa, Boc-QGR-AMC fluorogenic substrate, 2 h; inhibition, % at 5 µM; 220,000 compounds, 0.3% hits; in the data active = inhibition above about 40%;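 also: 0% = enzyme with no compound and 100% = blank without enzyme; many of its hits are not listed in these tables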
14-3-3 Bad PPI = disrupts binding of bovine 14-3-3 zeta to phospho-Bad peptide; P63103; TR-FRET 14-3-3zeta/Dy647-pBad peptide displacement, 1 h; inhibition, % at 21.7 µM; 220,000 compounds, 0.71% hits;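 active = inhibition above about 70%, limit read from the data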;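 also: 0% = full 14-3-3 plus peptide FRET controls and 100% = background without 14-3-3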
Wee1 degr inh = human Wee1 degradation inhibition, primary screen; AID 1321; P30291; reporter increase, % at 5 µM; HeLa Luc-Wee1K328M stability, luciferase luminescence; 100% = proteasome inhibitor MG132 effect; 220,000 compounds, 1.2% hits;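 active = activation above the mean of all tested compounds plus 3 SD, set per screening run, cut at about 8.8% in these data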;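 also: cells exposed to compound for 20 h before luminescence read; 0% = DMSO alone and 100% = MG132 at 30 µM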
Runt-CBFb FRET = Runt domain-CBFb interaction inhibition | Q01196+Q13951 | Cerulean-Runt/Venus-CBFb FRET ratio 530/480, 1 h | inhibition, % at 20 µM | 220,000 compounds, 0.46% hits;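 active = inhibition over about 50% at 20 µM in the single-dose screen, limit read from the data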;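 also: 0% = DMSO wells and 100% = excess unlabeled CBFb competitor control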
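test system = Cerulean-tagged RUNX1 Runt domain (FRET donor) fusion protein | reagent = Venus-CBFb binding partner, 100 nM | incubation = protein complex preformed 1 h, compound exposure 1 h, room temperature, dark | detection = FRET fluorescence | read-out basis = loss of energy transfer signal | controls = 5 µM unlabeled CBFb as full-inhibition high control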
The depositor's hits bear a star; · = not tested or not shown; [ ] = dose if it differs, or a comment. Compounds as they come; 4.2% or so of the library scored in one or more.

SMILES	FXIa inh 1536	Runt-SMMHC FRET	hK5 inh	Hck Nef HTS	thrombin 1536	FXIIa inh 1536	14-3-3 Bad PPI	Wee1 degr inh	Runt-CBFb FRET
COc1cccc(C(=O)Nc2cc(C)ccc2NC(=O)COc2ccccc2)c1	2.7	-0.8	-11.1	0.6	-2.3	6.7	-1.4[fluorescence artefact?]	-1.5	0.3
NNC(=O)CCCCCCCCCCOCCCCO	3.1	-6.6	-1.1	7.9	-8.2	6.7	-2.5	-3.8	-2.2
COC(=O)c1ccccc1NC(=O)CSc1nnc(C(CO)NC(=O)c2ccccc2)n1C (centres undefined)	-0.2	-1.8	-3.0	-1.0	4.2	7.8	-1.8	7.0	-0.6
Cc1ccc(/C=C(/C#N)c2nc(CCN3C(=O)c4ccccc4C3=O)cs2)cc1	3.3	-0.2	6.7	7.2	3.7	15.9	5.4	-1.7	-1.1
CC(=O)N1CCCc2cc(S(=O)(=O)NCc3ccc(C)cc3)ccc21	2.9	-6.6	1.0	-11.7	4.2	13.3	1.3	-2.4	1.2
CCOC(=O)c1cn2nc(Oc3ccc(C#N)cc3)ccc2n1	-1.5	-5.6	-0.1	9.0	-7.0	-1.1	-2.1	-1.1	1.6
COc1cc(/C=N/N2C(=O)C3C4C=CC(CC4)C3C2=O)ccc1O (centres undefined)	-4.3	11.7	·	10.3	-5.4	7.0	0.4	-1.7	-0.5
Cc1ccc2c(c1)nnc1nnc(SCC(=O)O)n12	-1.6	-84.7	0.2	19.5	-4.5	5.3	2.8	2.0	-78.2
O=C(N/C(=C\c1ccc(Cl)cc1)C(=O)N1CCOCC1)c1ccc([N+](=O)[O-])cc1	-0.7	0.2	-4.3	14.1	-1.6	4.2	3.8	4.2	-2.6
C=CCOc1cccc(C2C(C(=O)c3cccs3)=C(O)C(=O)N2Cc2cccnc2)c1 (centres undefined)	-3.4	·	2.3	22.1	-8.4	5.6	18.7	1.6	·
CC(C)NC(=S)NC1(C)CCS(=O)(=O)C1 (centres undefined)	20.5	0.9	-13.3	8.5	-3.0	20.0	5.8	6.3	-0.4
CCOC(=O)c1cc(NC(=O)Nc2ccccn2)c(C)nc1C	0.5	-5.4	2.2	25.2	-7.5	9.9	-5.9	6.6	-1.2
COC(=O)c1cc(-c2ccc(C)o2)nc2ccccc12	9.5	24.2	-7.8	17.1	0.8	15.4	4.5	1.3	29.2
COc1cc(C=O)ccc1OCCSc1ccc(Cl)cc1	-27.7	-6.9	5.0	0.7	-5.2	4.3	2.4	1.8	-3.7
O=C(Nc1ccccc1)O/N=C/c1ccccc1Cl	21.7	0.2	-28.2	0.6	-4.9	20.9	10.7	2.1	2.7
Cn1c(=O)c2c(nc(NCc3cccnc3)n2Cc2ccc(Cl)cc2)n(C)c1=O	2.3	3.3	-6.6	-20.3	3.0	14.2	-9.0	-1.2	0.9
N/C(=N\NC(=O)Nc1ccc(Cl)cc1)c1ccccn1	3.3	3.4	-3.5	1.0	-2.7	6.1	-10.3	1.0	0.9
COCCCNC(=O)CCc1nc(-c2ccccc2Cl)no1	4.0	2.9	3.4	0.0	-0.8	10.2	3.4	-3.0	-1.7
COC(=O)c1c(NC(NC(=O)C(C)C)C(Cl)(Cl)Cl)sc2c1CCCC2 (centres undefined)	-0.6	5.9	-6.9	1.6	1.2	8.2	-9.8	2.1	4.3
Cc1cccc(N2CN(Cc3cccnc3)CNC2=S)c1C	-11.0	2.5	-4.3	3.1	-9.3	5.2	-10.9	-1.8	-1.3

Two compounds drawn at random from those above, as already listed:
SMILES	FXIa inh 1536	Runt-SMMHC FRET	hK5 inh	Hck Nef HTS	thrombin 1536	FXIIa inh 1536	14-3-3 Bad PPI	Wee1 degr inh	Runt-CBFb FRET
O=C(N/C(=C\c1ccc(Cl)cc1)C(=O)N1CCOCC1)c1ccc([N+](=O)[O-])cc1	-0.7	0.2	-4.3	14.1	-1.6	4.2	3.8	4.2	-2.6
CC(=O)N1CCCc2cc(S(=O)(=O)NCc3ccc(C)cc3)ccc21	2.9	-6.6	1.0	-11.7	4.2	13.3	1.3	-2.4	1.2

Back to the main list; the 3 compounds before the break are reprinted first.
SMILES	FXIa inh 1536	Runt-SMMHC FRET	hK5 inh	Hck Nef HTS	thrombin 1536	FXIIa inh 1536	14-3-3 Bad PPI	Wee1 degr inh	Runt-CBFb FRET
COCCCNC(=O)CCc1nc(-c2ccccc2Cl)no1	4.0	2.9	3.4	0.0	-0.8	10.2	3.4	-3.0	-1.7
COC(=O)c1c(NC(NC(=O)C(C)C)C(Cl)(Cl)Cl)sc2c1CCCC2 (centres undefined)	-0.6	5.9	-6.9	1.6	1.2	8.2	-9.8	2.1	4.3
Cc1cccc(N2CN(Cc3cccnc3)CNC2=S)c1C	-11.0	2.5	-4.3	3.1	-9.3	5.2	-10.9	-1.8	-1.3
C=CCn1c(-c2sc3nc(C)cc(C)c3c2N)n[nH]c1=S	4.7	18.7	4.6	-11.9	-4.8	3.0	1.3	-0.7	16.9
COc1ccccc1-n1c(C)nc(=O)c(-c2ccccc2)c1C	-2.6	-0.9	16.3	2.5	-0.4	10.2	-10.5	-2.3	1.3
CC(C)c1ccccc1NC(=S)NN(Cc1ccccc1)c1ccccc1	1.9	-2.7	-12.0	0.5	-3.2	10.1	0.0	-1.0	-4.7
CC(C)C(=O)Nc1nc(-c2ccc([N+](=O)[O-])cc2)cs1	-1.0	-1.9	3.5	17.6	-0.7	9.7	-3.0	1.4	1.7
O=C(O)c1ccc(-n2c(-c3cc(-c4ccco4)[nH]n3)n[nH]c2=S)cc1	7.2	52.6	-9.5	-0.5	3.8	14.1	15.3	2.3	52.7*
O=C(NC1CCN(CC(=O)N(c2ccccc2)c2ccccc2)CC1)c1ccc([N+](=O)[O-])cc1	-0.9	3.2	-0.7	15.7	-7.0	8.7	1.9	1.7	1.0
OCC1(CC2CCCCO2)CCN(C/C=C/c2ccccc2)CC1 (centres undefined)	28.1	-1.4	35.6	13.6	34.8	21.9	21.9	-1.7	1.1

Whole records from above. Order of values: FXIa inh 1536 | Runt-SMMHC FRET | hK5 inh | Hck Nef HTS | thrombin 1536 | FXIIa inh 1536 | 14-3-3 Bad PPI | Wee1 degr inh | Runt-CBFb FRET
Shown for CC(C)c1ccccc1NC(=S)NN(Cc1ccccc1)c1ccccc1 = 1.9 | -2.7 | -12.0 | 0.5 | -3.2 | 10.1 | 0.0 | -1.0 | -4.7
Shown for C=CCn1c(-c2sc3nc(C)cc(C)c3c2N)n[nH]c1=S = 4.7 | 18.7 | 4.6 | -11.9 | -4.8 | 3.0 | 1.3 | -0.7 | 16.9
Shown for OCC1(CC2CCCCO2)CCN(C/C=C/c2ccccc2)CC1 (centres undefined) = 28.1 | -1.4 | 35.6 | 13.6 | 34.8 | 21.9 | 21.9 | -1.7 | 1.1
Shown for O=C(NC1CCN(CC(=O)N(c2ccccc2)c2ccccc2)CC1)c1ccc([N+](=O)[O-])cc1 = -0.9 | 3.2 | -0.7 | 15.7 | -7.0 | 8.7 | 1.9 | 1.7 | 1.0
